HEK cytotox = kills HEK 293 cells | HEK 293 viability, ATP luminescence (CellTiter-Glo), 48-72 h | Potency, µM (doses to about 115 µM), for inactives: at the highest dose activity change, negative = cytotoxicity, most hits filed as inhibitors | actives 6.6% (n = 94,000) | AID 1345083; further: potency means the concentration at half of the fitted maximal effect; nearly all actives have a fitted effect of over 60% in size
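Viability of HEK 293 cells, plated at 250 cells/well, was judged by cellular ATP after compound treatment for 48 or 72 hr. Luminescence was imaged 10 min after CellTiter-Glo addition at room temperature.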
3T3 cytotox = NIH 3T3 cell cytotoxicity. NIH 3T3 viability, CellTiter-Glo ATP luminescence, 48-72 h. Potency, µM (titrated, usually from 96.7 µM), for the others: at the top dose activity change, negative = cytotoxicity, hits mostly inhibitors. actives 4.3% (n = 94,000); further: potency means the concentration at half of the fitted maximal effect; nearly all actives have a fitted effect of over 55% in size
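Cells were seeded at 400 per well, treated with pin-transferred compound, and kept 48 or 72 hr at 37 °C before CellTiter-Glo addition and luminescence imaging of cellular ATP.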
HEK293 viab = cell viability loss counter-screen | actives 0.12% (n = 150,000) | HEK-293-SNCA-luc viability, GF-AFC fluorescence, 24 h | Potency, µM (titrated, usually from 57.1 µM), without a hit: at the top dose activity change, negative = cytotoxicity, actives largely listed as cytotoxic;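 further: potency means the concentration at half of the fitted maximal effect; 0% = DMSO-treated cells and -100% = medium-only wells without cells; nearly all actives have a fitted effect of over 30% in size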
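Cytotoxicity counterscreen: after 24 h compound treatment of genome-edited SNCA-luciferase HEK-293 cells, live-cell protease substrate GF-AFC read by fluorescence after 30 min; activity scaled between DMSO (0%) and medium-only (-100%), curves Hill-fitted.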
IP6K1 inhibitor = IP6K1 kinase inhibition. Q92551. IP6K1 kinase, ADP-Glo luminescence, 2 h; stronger effect = lower value. activity change, % (series mostly up to about 58 µM). actives 0.81% (n = 140,000); in the data active means activity change below about -25%
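ADP-Glo luminescence measures ADP made by human IP6K1 during a 2 h RT reaction with ATP/IP6 (mix at 1.3 mM/130 uM); top library doses 57.5 and 19.1 uM final.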
FLuc inh = inhibitors of firefly (Photinus pyralis) luciferase; AID 1347043; actives 2.5% (n = 76,000); Potency, µM (highest dose often 115 µM), for the others: at the highest dose activity change, negative = inhibition, hits mostly inhibitors; purified P. pyralis luciferase, luminescence, biochemical; P08659; further: potency means the concentration at half of the fitted maximal effect; nearly all actives have a fitted effect of over 65% in size
Target sequence (P08659 whole entry, looked up): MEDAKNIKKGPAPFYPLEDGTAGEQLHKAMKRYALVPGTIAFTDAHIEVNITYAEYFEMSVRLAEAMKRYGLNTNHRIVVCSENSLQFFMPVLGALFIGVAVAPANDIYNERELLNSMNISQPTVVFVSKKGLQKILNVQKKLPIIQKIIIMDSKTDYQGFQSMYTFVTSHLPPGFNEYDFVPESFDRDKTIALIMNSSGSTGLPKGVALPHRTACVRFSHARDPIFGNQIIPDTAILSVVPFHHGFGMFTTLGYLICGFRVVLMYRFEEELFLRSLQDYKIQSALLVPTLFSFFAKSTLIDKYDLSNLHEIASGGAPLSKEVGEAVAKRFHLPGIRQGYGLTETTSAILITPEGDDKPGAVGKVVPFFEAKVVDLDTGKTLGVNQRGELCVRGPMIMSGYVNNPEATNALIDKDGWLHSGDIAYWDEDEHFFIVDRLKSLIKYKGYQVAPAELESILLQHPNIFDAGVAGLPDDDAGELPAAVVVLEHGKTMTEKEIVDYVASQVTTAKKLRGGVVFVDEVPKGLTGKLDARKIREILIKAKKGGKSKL
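Luminescence read by CCD imaging after purified firefly luciferase (10nM final) was added to substrate buffer holding 10uM D-luciferin and 10uM ATP, pH 7.5, pre-dosed with compound.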
GPT2 inh = blocks human glutamate pyruvate transaminase 2. Q8TD30. Recombinant GPT2, coupled pyruvate oxidase/HRP Amplex Red fluorescence. Potency, µM (top dose mostly 57.7 µM), without a hit: at the highest dose activity change, negative = inhibition, most hits filed as inhibitors. actives 0.25% (n = 100,000). AID 1671188; further: potency means the concentration at half of the fitted maximal effect; nearly all actives have a fitted effect of over 60% in size; many of its hits are not listed in these tables
Target sequence (Q8TD30 whole entry, looked up): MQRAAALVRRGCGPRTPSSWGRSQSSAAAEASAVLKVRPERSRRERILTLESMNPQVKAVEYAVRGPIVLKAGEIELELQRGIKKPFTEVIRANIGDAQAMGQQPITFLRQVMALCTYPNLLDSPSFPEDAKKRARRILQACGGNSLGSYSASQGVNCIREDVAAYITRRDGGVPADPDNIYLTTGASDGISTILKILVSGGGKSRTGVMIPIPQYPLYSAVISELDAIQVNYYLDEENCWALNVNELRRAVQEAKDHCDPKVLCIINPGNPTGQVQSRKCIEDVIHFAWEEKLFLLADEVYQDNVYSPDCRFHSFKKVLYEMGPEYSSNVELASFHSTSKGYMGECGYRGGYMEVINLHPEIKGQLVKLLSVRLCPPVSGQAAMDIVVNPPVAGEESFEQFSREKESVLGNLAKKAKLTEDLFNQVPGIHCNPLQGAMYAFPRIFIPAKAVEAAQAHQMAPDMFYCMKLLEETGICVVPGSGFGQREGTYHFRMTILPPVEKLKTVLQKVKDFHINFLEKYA
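Fluorescence read-out: pyruvate from GPT2 turnover coupled to pyruvate oxidase, HRP and Amplex Red (0.2mM ThPP, 0.2U/mL PO and HRP, 50uM Amplex final). Substrates 250uM a-KG, 2mM L-alanine; enzyme 10ng/uL; 30 min RT.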
SNCA expr inh = inhibitors of alpha-synuclein (SNCA) gene expression; HEK-293 SNCA-luciferase knock-in, luminescence, 24 h; Potency, µM (series often up to 57.2 µM), for the others: top-dose activity change, negative = inhibition, most hits filed as inhibitors; actives 0.17% (n = 140,000); AID 1671194;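 further: potency means the concentration at half of the fitted maximal effect; plate controls were DMSO cells for no effect and cell-free wells for full effect; nearly all actives have a fitted effect of over 45% in size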
An asterisk follows results filed as active; i = inactive; ? = inconclusive; / = not tested or not shown; [ ] = remark or other dose. Unless noted, the call rests on the fitted dose curve; in most records, active means well fitted curve in the direction sought with a large enough effect; inconclusive means small, poorly fitted or top-dose-only effect, or another doubt; inactive means no such curve, though single readings can be large; an effect the other way counts as inactive or inconclusive. Unless noted, on the % scale 0 is the no-effect control and ±100 the full control effect. A portion of the library; count on the stated rates, not on these rows.

Results follow in this order: HEK cytotox, 3T3 cytotox, HEK293 viab, IP6K1 inhibitor, FLuc inh, GPT2 inh, SNCA expr inh
- CNC(=O)CC1CCOC2(CCN(C(=O)Nc3ccc4c(c3)OCCO4)CC2)C1 (stereo not drawn)
    -4.1%, 3.9%, -0.5%, 34.0, ?, -15.4%, 118.5%[activator]
- Cc1ccc(Cl)cc1NC(=O)N1CCN(C)c2ncccc21
    /, /, 4.2%, -6.4, /, /, -23.3%
- Cc1ccc(NC(=O)Cn2c(=O)n(CCCCCC(=O)NCc3ccc(F)cc3)c(=O)c3sccc32)c(C)c1
    /, /, -6.5%, 0.5, /, /, -14.4%
- CC(=O)Nc1ccc(CN2CCC(N3Cc4ccccc4C3=O)CC2)cc1
    3.5%, 2.0%, 3.6%, 1.0, /, i, 3.6%
- COc1ccc(CNC(=O)c2cc3c(N4CCCC4)nc(C)cn3n2)cc1
    -28.6%, -14.5%, -7.7%, -7.0, 16.1%, i, -1.0%
- CO[C@H]1[C@H](NC(=O)c2ccc(F)cc2)c2ccccc2C12CCNCC2
    -17.7%, 1.7%, -2.5%, -6.0, 8.3%, 0.6%, -24.6%
- O=C(O)c1cc(-c2cccc(CO)c2)cc(S(=O)(=O)NC2CCCC2)c1
    -23.9%, 1.3%, 4.1%, 18.6, -10.1%, 3.9%, 17.7%
- Cc1ccccc1S(=O)(=O)N(C)CC1CCOC1 (stereo not drawn)
    -7.8%, -1.9%, 6.8%, -2.5, -7.7%, 2.0%, -0.6%
- O=C1Nc2ccccc2Oc2cc(Oc3ccc(Cl)cc3)ccc21
    /, /, 16.4%, 5.1, /, /, 45.5%[activator]
- O=C(COc1ccccc1)N[C@H]1CO[C@H]2[C@@H]1OC[C@@H]2n1nnnc1Oc1ccc(-n2ccnc2)cc1
    -26.0%, -19.9%, 4.4%, -13.3, 3.8%, -5.7%, 15.7%
- CCCn1cc(-c2ccncc2)cc1C(=O)N1CCN(C)CC1
    22.1%, -2.2%, 7.7%, -5.4, 2.7%, -5.9%, ?
- CN(C)C[C@@H]1CN(c2ncccn2)C[C@H]1NC(=O)c1ccncn1
    -13.0%, -15.3%, 8.4%, 4.6, -15.8%, i, -11.0%
- Cc1ccc(S(=O)(=O)c2nnn3c2nc(NCCCOC(C)C)c2ccccc23)cc1C
    -4.0%, -10.5%, 17.3%, 8.1, /, -13.6%, 22.3%
- Cc1nc(C)c(C(=O)N2CCC(Cc3noc(C4CC4)n3)C2)s1 (stereo not drawn)
    -12.8%, -6.5%, ?, 0.9, -8.4%, i, 16.0%
- CN1CCN(C(CNC(=O)c2ccccc2)c2ccc3c(c2)OCO3)CC1 (stereo not drawn)
    /, /, -9.4%, 0.6, /, /, 48.6%[activator]
- COCCNc1ccc2nnc(C)n2n1
    -7.8%, -22.1%, -1.5%, 8.2, -3.5%, -9.2%, -13.1%
- Cc1noc(C)c1[S+](=O)([O-])N1CCC2(CC1)COc1ccccc1NC2=O
    1.7%, -15.5%, 4.2%, 28.3, -0.6%, -3.5%, 11.8%
- COc1ccccc1CNC(=O)CSc1cc(C)[nH]c(=O)n1
    /, /, -0.3%, 18.0, /, /, 8.1%
- COc1ccc(C(=O)N[C@@H]2CCC[C@@H]2C(=O)N2CCN(c3ccccc3OC)CC2)cc1
    ?, -18.8%, ?, 3.5, 3.6%, i, -11.1%
- O=C(O)c1cc2cn(C3CC3)cc2s1
    -6.6%, -7.8%, 0.0%, -12.7, -18.5%, -18.8%, -22.8%

Single records, from the list above:
CCCn1cc(-c2ccncc2)cc1C(=O)N1CCN(C)CC1 is listed as HEK cytotox: 22.1%; 3T3 cytotox: -2.2%; HEK293 viab: 7.7%; IP6K1 inhibitor: -5.4; FLuc inh: 2.7%; GPT2 inh: -5.9%; SNCA expr inh: ?
O=C(COc1ccccc1)N[C@H]1CO[C@H]2[C@@H]1OC[C@@H]2n1nnnc1Oc1ccc(-n2ccnc2)cc1 is listed as HEK cytotox: -26.0%; 3T3 cytotox: -19.9%; HEK293 viab: 4.4%; IP6K1 inhibitor: -13.3; FLuc inh: 3.8%; GPT2 inh: -5.7%; SNCA expr inh: 15.7%

Following part
Results follow in this order: HEK cytotox, 3T3 cytotox, HEK293 viab, IP6K1 inhibitor, FLuc inh, GPT2 inh, SNCA expr inh
- O=C(c1ccc2c(c1)N(Cc1ccc(Cl)cc1)C(=O)c1ccccc1S2(=O)=O)N1CCCCC1
    /, /, 5.3%, 43.0, /, /, 15.8%
- CCc1ccc(CNC(=O)CSc2cc(=O)n(C)c3ccc(Cl)cc23)cc1
    /, /, 4.8%, 0.1, /, /, 28.6%
- COc1ccccc1C(=O)Nc1cccc(C(=O)OCc2cc(=O)n3cc(C)sc3n2)c1
    /, /, 0.7%, -4.8, /, /, 1.4%
- CCCCN(CC)C(=O)CSc1nc2n[nH]c(C)c2c(=N)n1-c1cccc(C)c1
    /, /, ?, -11.8, /, /, -28.2%
- CC(NC(=O)CN1C(=O)NC2(CCS(=O)(=O)CC2)C1=O)c1ccccc1 (stereo not drawn)
    -4.0%, i, 5.9%, 15.3, 0.0%, i, 5.0%
- COc1ccccc1N1CCN(C(=O)C[C@@H]2O[C@H](CNS(=O)(=O)c3ccccc3)[C@@H](O)[C@H]2O)CC1
    -6.8%, -18.0%, 3.5%, -3.1, -12.3%, i, 21.4%
- CCOc1ccccc1NC(=O)C(=O)Nc1ccc2nc3n(c(=O)c2c1)CCCCC3
    /, /, 19.0%, -14.9, /, /, 2.1%
- CCn1c2ccccc2c2cc(CN3CCN(Cc4cccc(Cl)c4)CC3)ccc21
    /, /, 14.6%, -4.1, /, /, 24.9%
- OCC1CCN(c2ccc(-c3nc(CCCc4ccccc4)no3)cn2)CC1
    ?, ?, -24.2%, -3.4, ?, ?, 41.7%[activator]
- Cc1ccc(S(=O)(=O)Nc2ccc(C)n(CC(=O)NCc3ccc(F)cc3)c2=O)cc1
    16.7%, -3.2%, -0.6%, 8.8, 12.5%, 1.2%, -14.6%
- O=C(c1cccs1)N1CCC(Oc2ccccc2)C1 (stereo not drawn)
    ?, -15.8%, 8.2%, 6.2, -9.4%, i, 9.6%
- COc1cccc2c1OCC(C(=O)N1CC(Oc3ccccc3C)C1)C2 (stereo not drawn)
    -22.6%, ?, 7.8%, 6.4, 2.8%, -6.8%, 1.8%
- CN(Cc1ccc2c(c1)OCO2)Cc1cc2n(n1)CCNC2
    i, 1.9%, 4.3%, 9.5, 11.1%, -10.4%, 18.0%
- CCn1nccc1C(=O)N1CCC(Oc2ccccc2)C1 (stereo not drawn)
    7.8%, -4.3%, 4.3%, 22.7, 4.4%, 1.8%, -14.8%
- CCn1cc(S(=O)(=O)N2CCC3(CC2)CC(OCC2CC2)CCO3)cn1 (stereo not drawn)
    -9.1%, -7.6%, -1.6%[12.5 µM], -1.9, -3.9%, i, -15.7%
- O=C(NCc1cccc(Cl)c1)c1ccc2nnc(-c3cc(C(F)(F)F)cc(C(F)(F)F)c3)n2c1
    14.1µM*, ?, -27.7%, -2.1, /, i, ?
- Cc1ccc(C)c(N2CCN(CCCNC(=O)C3COc4ccccc4C3)CC2)c1 (stereo not drawn)
    /, /, 1.2%, -15.6, /, /, -11.2%
- COCCOC1CN(C2CCN(C(=O)c3nn(C)c4ccccc34)CC2)C12CCCCC2 (stereo not drawn)
    ?, -33.4%, -5.8%, 6.8, -0.5%, -6.7%, -15.3%
- Cn1cc(S(=O)(=O)N2CCCCC2)cc1C(=O)N1CCN(c2ccccc2F)CC1
    /, /, 10.4%, 5.2, /, /, -16.0%
- Cc1ccc(C)c(CSc2cn(CC(=O)N3CCCC3)c3ccccc23)c1
    /, /, -23.2%, 13.8, /, /, 0.6%
- O=C(C1CCCC1)N1CCc2nc(-c3ccc(Cl)cc3)nc(-c3ccccc3)c2C1
    17.8µM*, ?, 17.9%, -6.0, ?, -4.4%, 119.8%[activator]
- O=c1c2c(n(Cc3cccnc3)n1CCc1ccccc1)CN(Cc1cccc(O)c1)CC2
    -6.1%, ?, 0.1%, 4.5, -10.3%, 1.7%, 24.7%
- Cn1nc(C2CCN(C(=O)c3ccccc3F)CC2)[nH]c1=O
    -0.3%[172 µM], 2.7%[138 µM], 3.0%[87.6 µM], 11.4, -2.2%[172 µM], i, -0.1%[87.6 µM]
- CC(C)N1C[C@H](O)C[C@H]1c1nnc2n1CCN(C(=O)c1ccc(Cn3ccnc3)o1)CC2
    -8.3%, -6.0%, 4.5%, -1.8, 4.5%, -27.9%, -2.7%
- Cc1cccc(CC(=O)N2CCC3(CC2)N(C)C(=O)CS3(=O)=O)c1
    -5.1%, -22.9%, -5.1%, -8.9, -10.6%, i, 9.4%
- O=C(CCn1ccn2nc3c(c2c1=O)CCCC3)NCc1ccc(F)cc1Cl
    7.6%, i, -19.5%, 30.4, 5.4%, -6.4%, -8.0%
- CSc1cccc(NS(=O)(=O)c2ccc3[nH]cc(C(=O)N4CCCC4)c(=O)c3c2)c1
    /, /, -1.8%, 3.1, /, /, 0.6%
- CN(C)CC(=O)N1CCC2(C1)CN(C)c1ccc(C(=O)Nc3ccccc3)cc12 (stereo not drawn)
    ?, ?, 3.5%[87.6 µM], 17.7, ?, i, 4.0%[87.6 µM]
- COC1=CC(=O)C[C@@H](C)[C@]12Oc1cc(OC)cc(OC)c1C2=O
    /, /, -9.5%, 1.6, /, ?, /
- COC1C(=O)N(c2cccc(F)c2)C12CCN(S(=O)(=O)Cc1ccccc1F)CC2 (stereo not drawn)
    39.8µM*, -18.4%, 1.7%, -2.3, -5.7%, 1.1%, 2.7%
- O=c1[nH]c(CN2CCCn3nc(CO)cc3C2)nc2ccsc12
    i, -20.4%, 7.0%, 28.9, -8.0%, -27.8%, -5.9%
- CS(=O)(=O)N1CCC2(CCC(=O)N(CC3CCCO3)C2)CC1 (stereo not drawn)
    0.6%, -6.5%, 2.3%, 7.9, -2.7%, 4.0%, -35.0%
- O=C(Nc1cc(Cl)ccc1Cl)C1(c2cccs2)CCOCC1
    /, /, 13.2%, 13.7, /, /, -20.3%
- CC(NC(=O)C1CCN(S(=O)(=O)c2ccccc2)CC1)c1ccccc1 (stereo not drawn)
    /, /, 1.8%, -9.2, /, /, 34.6%[activator]
- c1cn(-c2ccc(-c3cscn3)cc2)c(-c2cc3n(n2)CCCNC3)n1
    -26.2%, -12.4%, 5.4%, 1.5, -3.7%, -10.3%, 11.3%
- CCO[C@@H]1COCC[C@H]1NC(=O)c1ccoc1COc1ccc(C)cc1
    ?, -17.6%, 1.4%, 13.7, -10.1%, ?, 6.3%
- CC(Cc1ccccn1)N(C)C(=O)Cc1ccc(F)c(F)c1F (stereo not drawn)
    -5.9%, -6.9%, 0.4%, -1.8, 6.9%, -8.2%, 12.0%
- O=C1NCCCCCCN(C(=O)NCc2ccc(F)cc2)[C@H]2CCCC[C@@H]12
    i, -13.1%, 1.0%, -5.6, -3.3%, i, -10.8%
